# Compound activity deposited in PubChem by several laboratories.
# PfHsp40 rescue: rescue of yeast from PfHsp40 toxicity, primary screen, S. cerevisiae, ATP luminescence. actives 0.68% (n = 340,000). S. cerevisiae expressing PfHsp40, growth rescue. growth rescue, % at 12.5 µM; in the data active = growth rescue above about 28%, passing the limit was not always enough; inconclusive = no clear call, values can overlap the other calls;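 note: yeast W303a lacking pdr1 and pdr3 grown in galactose medium; growth measured after three days at 30 °C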
# Anthrax LF prot: Bacillus anthracis LF protease inhibitors, primary screen, biochemical, multiplex microsphere, MLPCN library; multiplex microsphere protease cleavage assay; AID 588501, 2011; inhibition, % at 10 µM; actives 0.12% (n = 360,000); note: plate controls were buffer without enzyme for full effect and enzyme alone for no effect
# Target sequence (P15917 whole entry, looked up): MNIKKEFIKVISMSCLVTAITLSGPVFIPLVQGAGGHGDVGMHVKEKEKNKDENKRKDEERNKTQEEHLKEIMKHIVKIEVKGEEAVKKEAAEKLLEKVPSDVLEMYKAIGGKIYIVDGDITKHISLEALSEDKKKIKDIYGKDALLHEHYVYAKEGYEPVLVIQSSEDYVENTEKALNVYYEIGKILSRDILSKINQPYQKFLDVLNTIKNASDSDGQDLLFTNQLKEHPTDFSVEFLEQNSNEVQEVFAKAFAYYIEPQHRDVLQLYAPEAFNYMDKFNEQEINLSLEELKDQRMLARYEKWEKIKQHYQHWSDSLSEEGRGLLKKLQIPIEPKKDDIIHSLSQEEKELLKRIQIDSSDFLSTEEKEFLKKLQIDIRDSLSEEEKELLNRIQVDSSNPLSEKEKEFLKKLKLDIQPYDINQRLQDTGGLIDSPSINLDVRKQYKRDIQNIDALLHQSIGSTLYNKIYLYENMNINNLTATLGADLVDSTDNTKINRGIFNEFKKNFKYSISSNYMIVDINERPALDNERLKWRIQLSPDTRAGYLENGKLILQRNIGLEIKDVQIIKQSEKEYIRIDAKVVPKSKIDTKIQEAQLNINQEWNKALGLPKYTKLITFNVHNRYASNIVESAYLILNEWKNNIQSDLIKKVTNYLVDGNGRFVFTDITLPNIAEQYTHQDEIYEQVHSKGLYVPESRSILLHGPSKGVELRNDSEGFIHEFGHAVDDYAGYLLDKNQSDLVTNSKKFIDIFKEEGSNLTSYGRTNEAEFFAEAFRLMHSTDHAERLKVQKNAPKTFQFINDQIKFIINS
# BH1578 lux ind: inducers of Vibrio cholerae quorum light production without autoinducers, primary screen, BH1578 luxS cqsA deficient, single point | AID 588436, 2011 | actives 0.16% (n = 350,000) | V. cholerae BH1578 lux reporter, luminescence, 6 h | activation, % at 18.7 µM; in the data active = activation mostly above about 9.7%, no sharp cut-off; inconclusive = no clear call, values can overlap the other calls; inactive = mostly below about 3.7%; note: not every result past the cut was called active; inactives centre near 0; reference of the scale not given here
# Y pestis TopoI: Yersinia pestis topoisomerase I inhibitors, primary screen, biochemical, cleavage product accumulation, plate reader, single point; activity, % at 10 µM; AID 504884, 2011; Y. pestis Topo-I cleavage product accumulation; actives 0.064% (n = 360,000); in the data active = activity above about 50%, passing the limit was not always enough; inconclusive = no clear call, values can overlap the other calls; note: inactives centre near 2
# VHR inh abs: VHR1 phosphatase inhibitors, primary screen, biochemical, absorbance, uHTS | Dual specificity protein phosphatase 3 (Homo sapiens), P51452 | recombinant VHR phosphatase, pNPP absorbance | inhibition, % at 13.3 µM | actives 0.52% (n = 290,000) | AID 1654, 2009; in the data active = inhibition above about 50%; note: some compounds called inactive have numbers as strong as hits
# Target sequence (P51452 whole entry, looked up): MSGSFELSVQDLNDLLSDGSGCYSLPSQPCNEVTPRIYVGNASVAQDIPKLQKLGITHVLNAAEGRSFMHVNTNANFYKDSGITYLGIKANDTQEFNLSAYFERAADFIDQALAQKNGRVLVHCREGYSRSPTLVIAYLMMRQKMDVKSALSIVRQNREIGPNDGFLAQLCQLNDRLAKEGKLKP
# SSB-PriA inh: inhibitors of Klebsiella pneumoniae PriA binding to SSB C-terminal tail, primary screen, biochemical, AlphaScreen; AlphaScreen SSBct-PriA binding, biotinylated peptide; inhibition, % at 33 µM; actives 0.6% (n = 430,000); AID 1272365, 2023; in the data active = inhibition mostly above about 37%, no sharp cut-off; inactive = mostly below about 20%;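 note: plate controls were negative control peptide for no effect and reference peptide for full effect; strong numbers were not always called active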
# SARS 3CLpro inh: SARS-CoV 3CLpro protease inhibitors, primary screen, biochemical, quenched FRET | actives 0.14% (n = 290,000) | Replicase polyprotein 1ab (Severe acute respiratory syndrome coronavirus), P0C6X7 | inhibition, % at 6 µM | recombinant SARS-CoV 3CLpro, quenched FRET peptide cleavage; in the data active = inhibition above about 12%
# CCHF vOTU inh: CCHFV vOTU protease inhibitors, primary screen, biochemical, Pep-AMC substrate, fluorescence; inhibition, % at 11.5 µM; actives 0.55% (n = 370,000); in the data active = inhibition above about 30%; note: 0% = vehicle wells with enzyme and 100% = no enzyme wells
# TcdB GH inh: TcdB glycohydrolase inhibitors, primary screen, biochemical, single point, plate reader | TcdB glycohydrolase enzymatic assay | AID 652162, 2013 | Toxin B (Clostridioides difficile), P18177 | inhibition, % at 9.99 µM | actives 0.24% (n = 350,000); in the data active = inhibition above about 10%
# BoNT A protease: BoNT/A light chain protease inhibitors, primary screen, biochemical, flow cytometry, MLPCN library. AID 588499, 2011. multiplex microsphere protease substrate cleavage. actives 0.17% (n = 360,000). inhibition, % at 10 µM. Botulinum neurotoxin type A light chain protease (Clostridium botulinum A str. ATCC 3502); note: plate controls were buffer without enzyme for full effect and enzyme alone for no effect
# * marks the source's active call; other numbers are inactive results; i = inactive; ? = inconclusive; nt = not tested or not shown. Cut-off read from the data, not from the text of the source, unless noted: active = inhibition above about 30%; inconclusive = no clear call, values can overlap the other calls; inactive = below that. Only part of the results is shown. The share of hits here may be higher or lower than overall.
# Start of the data: the first 8 records, to show the layout:
cpd	SMILES	SARS 3CLpro inh	BoNT A protease	TcdB GH inh	Anthrax LF prot	CCHF vOTU inh	Y pestis TopoI	SSB-PriA inh	BH1578 lux ind	PfHsp40 rescue	VHR inh abs
1	CC(Oc1ccc2c3c(c(=O)oc2c1)CCCC3)C(=O)NCC1CCC(C(=O)O)CC1 (stereo not drawn)	-3	-0.4	0.1	1	-15	3	-10	-19	0.4	14
2	CC(=O)NC(c1ccc(Cl)cc1)c1ccc2cccnc2c1O (stereo not drawn)	nt	1.7	-1.0	6	-10	1	85	i	?	nt
3	Cc1cc(=O)[nH]c(SCc2nc3ccccc3n2Cc2ccccc2)n1	7	?	nt	2	-6	6	-6	i	-0.1	16
4	O=C(COC(=O)Cc1ccccc1F)NC(=O)NC1CCCC1	nt	-0.4	1.9	3	-3	2	5	0.6	-1.1	nt
5	CCOC(=O)c1nc(NCCc2ccccc2)sc1C	4	-1.8	-4.2	-5	11	5	3	-0.4	18	-4
6	COc1ccc(/C=N/c2c(-c3ccco3)nc3ccccn23)cc1OC	0	nt	nt	nt	1	-8	nt	-0.2	-1.1	-8
7	O=C1Nc2ccc([N+](=O)[O-])cc2OC1CCN1CCN(c2ccccc2)CC1 (stereo not drawn)	-3	1.7	2.1	2	-5	12	25	0.0	-1.8	13
8	CCc1ccc(NC(=O)CS(=O)CC(=O)Nc2ccc(N3CCOCC3)cc2)cc1 (stereo not drawn)	-1	-0.2	-11	-3	1	7	-3	-0.3	0.5	10

# The list itself, repeating the preview:
cpd	SMILES	SARS 3CLpro inh	BoNT A protease	TcdB GH inh	Anthrax LF prot	CCHF vOTU inh	Y pestis TopoI	SSB-PriA inh	BH1578 lux ind	PfHsp40 rescue	VHR inh abs
1	CC(Oc1ccc2c3c(c(=O)oc2c1)CCCC3)C(=O)NCC1CCC(C(=O)O)CC1 (stereo not drawn)	-3	-0.4	0.1	1	-15	3	-10	-19	0.4	14
2	CC(=O)NC(c1ccc(Cl)cc1)c1ccc2cccnc2c1O (stereo not drawn)	nt	1.7	-1.0	6	-10	1	85	i	?	nt
3	Cc1cc(=O)[nH]c(SCc2nc3ccccc3n2Cc2ccccc2)n1	7	?	nt	2	-6	6	-6	i	-0.1	16
4	O=C(COC(=O)Cc1ccccc1F)NC(=O)NC1CCCC1	nt	-0.4	1.9	3	-3	2	5	0.6	-1.1	nt
5	CCOC(=O)c1nc(NCCc2ccccc2)sc1C	4	-1.8	-4.2	-5	11	5	3	-0.4	18	-4
6	COc1ccc(/C=N/c2c(-c3ccco3)nc3ccccn23)cc1OC	0	nt	nt	nt	1	-8	nt	-0.2	-1.1	-8
7	O=C1Nc2ccc([N+](=O)[O-])cc2OC1CCN1CCN(c2ccccc2)CC1 (stereo not drawn)	-3	1.7	2.1	2	-5	12	25	0.0	-1.8	13
8	CCc1ccc(NC(=O)CS(=O)CC(=O)Nc2ccc(N3CCOCC3)cc2)cc1 (stereo not drawn)	-1	-0.2	-11	-3	1	7	-3	-0.3	0.5	10
9	CC(C)=CC1C=C(C)C(C)C2C(=O)NNC(=O)C12 (stereo not drawn)	5	-0.5	nt	-14	12	2	-5	i	0.5	4
10	Cc1cc(C)cc(N(C)S(=O)(=O)c2nnc(NC(=O)C(C)C)s2)c1	-3	-1.3	0.9	-9	-11	-7	-4	-1.7	-2.2	1
11	COc1ccc(C2(C)NC(=O)N(CC(=O)Nc3ccc4c(c3)CCC4)C2=O)cc1OC (stereo not drawn)	nt	-0.5	3.4	-3	2	-12	6	-3.1	1.0	nt
12	CCC(=O)Nc1cc(SCCO)cc([N+](=O)[O-])c1	4	-1.5	nt	-2	-13	2	-5	-0.3	0.6	25
13	C/C(=N\NC(=O)c1ccc(Cl)cc1)c1cccc(NC(=O)C(C)C)c1	-6	-0.9	nt	-5	4	-6	nt	-0.4	-0.6	14
14	N=c1c2c(n(Cc3ccc(F)cc3)c3c1CCC3)CCC2	-6	-1.3	0.3	-10	-13	8	-2	i	-0.8	2
15	c1ccc2nc(N3CCOCC3)cnc2c1	-5	0.4	nt	-5	1	6	4	nt	-0.2	-6
16	Cc1ccc(C(=O)N2CCC(Cc3ccccc3)CC2)cc1S(=O)(=O)N1CCOCC1	nt	2.2	1.1	2	1	1	3	i	-0.6	nt
17	COc1ccc(CC(=O)NCC2CCCN(Cc3ccccc3OC)C2)cc1 (stereo not drawn)	-3	1.3	0.5	-3	0	3	-6	i	-1.0	6
18	CC(C)N1C(=O)CCC1C(=O)NC1CCCC1 (stereo not drawn)	-3	6.5	nt	-4	-13	-8	-9	-0.2	0.0	41
19	COC(=O)C1=C(C)N(CCc2ccc(OC)c(OC)c2)C(=O)C1	3	0.7	nt	-7	1	-10	-18	i	-0.3	27
20	Cc1cc(C(=O)NC2CCCc3ccccc32)ccc1[N+](=O)[O-] (stereo not drawn)	0	1.2	-1.1	1	-15	0	8	-2.2	3.3	15
21	CCn1nc(C)c(CN2CCN(Cc3ccc(OC)c(C)c3C)C(CCO)C2)c1C (stereo not drawn)	-2	-0.5	nt	-2	-10	-5	-6	-0.5	-0.2	-1
22	Cc1c(C(=O)Nc2ccc(S(N)(=O)=O)cc2)oc2ccc(Cl)cc12	-6	-1.3	0.9	-3	-1	0	-6	-0.1	nt	14
23	CCOc1ccc(Oc2ccc(Cl)cc2NC(=O)CCNC(C)=O)cc1	3	0.3	2.5	4	-16	-8	2	i	0.7	0
24	CC(C)(C)c1ccc(CN2C(=O)c3ccccc3S2(=O)=O)cc1	7	-1.8	0.7	8	8	-2	-4	i	0.8	-12
25	O=C(CN1c2ccccc2Sc2ccccc21)NNC(=O)Nc1cccc(Cl)c1	1	-2.6	1.0	6	5	-28	2	-0.4	1.1	8
26	O=C(/C=C\Nc1cccc(F)c1)c1ccc2c(c1)OCO2	7	?	nt	?	-1	-6	2	-0.2	1.5	-4
27	CCOC(=O)[C@H]1[C@H]2COc3ccc(Cl)cc3[C@@H]2N2C(=O)CN(Cc3ccc(OC)cc3)C(=O)[C@@]12C	nt	-0.3	-0.4	-3	-5	3	-8	-0.1	3.3	nt
28	CC(=O)N/C(=N/c1nc(C)cc(C)n1)Nc1cccc(C)c1C	2	1.2	1.2	15	-9	0	nt	0.6	0.6	18
29	O=C(NCc1ccccc1)C(c1ccccc1F)N(CC1CCCO1)C(=O)c1ccccn1 (stereo not drawn)	-7	-2.5	-0.3	-10	18	-3	-2	-0.2	-1.5	30
30	O=C(NCCS(=O)(=O)N1CCN(C(=O)c2ccco2)CC1)c1ccccc1	nt	-0.4	-0.4	-10	12	-1	nt	-0.4	nt	nt
31	CC(C)(C)OC(=O)N1CCC[C@H]1C(=O)N1CCC[C@H]1C(=O)NCc1ccc(F)cc1F	nt	0.6	3.0	-5	-5	nt	nt	nt	nt	nt
32	COc1cc(O)c(C(CCN2CCN(c3ccccc3)CC2)c2cc(OC)c(OC)c(OC)c2)c(OC)c1 (stereo not drawn)	nt	-1.4	1.9	-3	-5	-1	30	i	0.5	18
33	CC(=O)N1CCN(S(=O)(=O)c2ccc(F)c(Cl)c2)CC1	-7	-2.8	0.1	1	-9	-5	3	1.0	-0.3	0
34	COc1cccc(NC(=O)c2cc(-c3ccc(C)o3)nc3ccccc23)c1	-3	0.4	-0.3	0	8	12	-1	i	0.4	15
35	Nc1ncncc1-c1ccc2ccccc2c1	3	-8.3	-0.2	-4	4	0	-5	-0.6	1.8	15
36	C1CCN(CCC2CCCCN2)CC1 (stereo not drawn)	nt	-0.7	0.3	-3	15	4	nt	-4.5	nt	nt
37	O=c1c2c(-c3cccs3)csc2ncn1/N=C/c1ccc(OC(F)F)cc1	-3	0.0	nt	-6	4	3	nt	-0.3	-0.3	13
38	O=C1OCc2cc(N=Nc3c(O)[nH]c(=O)[nH]c3=O)ccc21	5	-2.6	-2.6	2	-3	-6	12	i	-0.9	4
39	CCn1nc(NC(=O)C2CCCO2)c2cc3cc(C)ccc3nc21 (stereo not drawn)	2	0.1	2.3	2	-29	9	-17	-0.1	-0.6	45
40	CCOC(=O)/C=c1\s/c(=C\c2ccc(C#N)cc2)c(=O)n1CC(=O)Nc1cccc(C)c1C	3	0.1	nt	5	nt	7	nt	-0.2	1.0	26
41	Fc1ccccc1/C=N/n1cc(-c2ccccc2)[nH]c1=S	-2	-0.6	3.7	3	-6	-7	nt	-0.6	11	11
42	CCOC(=O)c1nnc(-c2ccccc2)nc1NC	-3	nt	nt	nt	-6	-2	5	-0.3	-1.4	17
43	O=C(O)c1cn(C2CC2)c2cc(N3CCN(S(=O)(=O)c4ccc5c(c4)OCCO5)CC3)c(F)cc2c1=O	-2	-0.1	-0.1	3	0	12	-10	-0.9	2.0	1
44	CC(C)C1N(C(=O)CN2CCCC2)CCN1S(=O)(=O)c1ccccc1 (stereo not drawn)	-3	0.0	nt	2	-3	-10	-15	nt	1.6	11
45	O=C(NC(=S)Nc1cccc2c(O)cccc12)c1ccco1	-1	1.0	3.6	-1	24	-12	2	-12	0.0	-5
46	CSC1=NC2(CCCCC2)CC12C=CC(=O)C=C2	8	-0.8	6.0	-5	-4	3	-10	i	-0.6	20
47	C=CCN(C(=O)c1csnn1)C(C(=O)NCc1ccc(F)cc1)c1sccc1C (stereo not drawn)	-3	-2.6	-0.2	-2	5	8	-23	-4.0	4.9	6
48	CCCc1c(-c2ccccc2)ncn1Cc1ccccc1OC	nt	-0.2	1.0	7	10	nt	nt	nt	nt	nt
49	O=C(NC(=S)N1CCN(c2ccc(O)cc2)CC1)c1cccs1	4	0.6	-6.3	-1	0	-8	-6	-3.7	0.2	9
50	O=C(NCCN1CCOCC1)C(=O)NCC1OCCN1S(=O)(=O)c1ccc(Cl)cc1 (stereo not drawn)	nt	-0.7	-1.9	-3	4	-1	nt	-0.2	nt	nt
51	CC(=O)Nc1ccc(NC(=O)C(C)OC(=O)CC23CC4CC(CC(Br)(C4)C2)C3)cc1 (stereo not drawn)	nt	-0.2	2.7	-5	13	15	-18	3.3	1.8	nt
52	COc1cc(OC)cc(C(=O)NCC(=O)OCC(=O)Nc2ccc3c(c2)OCO3)c1	-1	1.0	-1.0	-6	-9	-8	-15	i	-0.1	22
53	O=C(CN1CCCCC1)Nc1nnc(-c2ccccc2)s1	5	0.6	nt	4	6	-11	-8	i	-1.4	23
54	O=C(Nc1ccncc1)c1ccc(S(=O)(=O)Nc2ccccc2)cc1	-1	-0.1	2.2	-4	17	2	-5	-1.6	-1.2	2
55	CCOC(=O)c1oc2cccc(OCC(O)CNC(C)C)c2c1C (stereo not drawn)	2	0.2	nt	-8	-15	-3	-6	i	-0.4	-10
56	Cc1cccc(-n2cc(-c3ccccc3)c3c(N4CCOCC4)ncnc32)c1	1	-0.6	1.9	1	-10	36	-16	-0.1	1.2	-6
